# Epigenetic derep: Quantitative High-Throughput Screen for Regulators of Epigenetic Control; murine LDR cells, GFP reporter derepression, 30 h; Potency, µM (top dose mostly 53.9 µM), for the others: at the top dose GFP activation, most hits filed as activators; 280,000 tested, 0.2% active; AID 1865, 2009; further: potency means the concentration at half of the fitted maximal effect; % of control where 0% means no effect; nearly all actives have a fitted effect of over 60% in size
#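 In this reporter-derepression format, murine cells bearing a silenced integrated CMV-GFP locus incubate with test compound (30 h, 37 C), then are washed and imaged; fluorescent objects of 20–120 um count as induced cells.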
# Luc counter: Counterscreen for Luciferase (Kinase-Glo TM) Inhibition; Luciferin 4-monooxygenase (Photuris pensylvanica), Q27757; Kinase-Glo luciferase, ATP luminescence, 8 min; Potency, µM (top dose mostly 38.3 µM), for the others: at the top dose activity change, negative = inhibition, actives largely listed as inhibitors; 200,000 tested, 0.28% active; AID 1379, 2008; further: potency means the concentration at half of the fitted maximal effect; on the % scale 0 is the no-effect control and ±100 the full control effect; nearly all actives have a fitted effect of over 60% in size
#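 Compounds were added to a substrate mix at pH 7.2 (50 mM imidazole, 10 uM ATP, within the enzyme's linear range), followed by Kinase-Glo detection reagent; luminescence was measured after 8 minutes at ambient temperature.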
# aGal spleen mod: qHTS Assay for Inhibitors and Activators of Human alpha-Galactosidase From Spleen Homogenate. Alpha-galactosidase A (Homo sapiens), P06280. human spleen homogenate, 4MU-alpha-Gal fluorescence, 40 min. Potency, µM (doses to about 80 µM), for the others: at the top dose activity change, negative = inhibition, usual class: inhibitors. 240,000 tested, 0.008% active;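 further: potency means the concentration at half of the fitted maximal effect; 0% = enzyme with vehicle and -100% = no enzyme basal signal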
# Target sequence (P06280 32-429 limits assumed): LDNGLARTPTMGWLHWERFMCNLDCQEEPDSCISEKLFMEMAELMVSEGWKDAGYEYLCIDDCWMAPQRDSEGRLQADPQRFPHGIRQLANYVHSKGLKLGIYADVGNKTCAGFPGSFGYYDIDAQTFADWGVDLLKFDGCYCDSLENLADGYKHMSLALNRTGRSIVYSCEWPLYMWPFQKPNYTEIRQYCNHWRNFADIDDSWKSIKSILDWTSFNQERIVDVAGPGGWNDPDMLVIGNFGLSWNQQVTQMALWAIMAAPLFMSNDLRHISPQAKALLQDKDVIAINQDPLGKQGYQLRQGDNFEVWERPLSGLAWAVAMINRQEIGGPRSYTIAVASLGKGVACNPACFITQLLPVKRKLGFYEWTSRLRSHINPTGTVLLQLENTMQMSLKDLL
#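 Human spleen homogenate (1 ug) as enzyme source, 4-methylumbelliferyl-alpha-D-galactopyranoside 1 mM final, citrate/phosphate pH 5.0 with 0.01% Tween-20. Compounds 40 min at 37C, NaOH/glycine stop; fluorescence Ex 365/Em 440, Hill-fit AC50.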
# NPSR antagonist: qHTS Assay for Antagonists of the Neuropeptide S Receptor: cAMP Signal Transduction. Q6W5P4. CHO-NPSR cells, cAMP TR-FRET, antagonist mode. Potency, µM (doses to about 38.3 µM), for inactives: at the top dose activity change, negative = inhibition, actives largely listed as inhibitors. 220,000 tested, 1% active; further: potency means the concentration at half of the fitted maximal effect; on the % scale 0 is the no-effect control and ±100 the full control effect; nearly all actives have a fitted effect of over 50% in size; many of its hits are not listed in these tables
# Target sequence (Q6W5P4 whole entry, looked up): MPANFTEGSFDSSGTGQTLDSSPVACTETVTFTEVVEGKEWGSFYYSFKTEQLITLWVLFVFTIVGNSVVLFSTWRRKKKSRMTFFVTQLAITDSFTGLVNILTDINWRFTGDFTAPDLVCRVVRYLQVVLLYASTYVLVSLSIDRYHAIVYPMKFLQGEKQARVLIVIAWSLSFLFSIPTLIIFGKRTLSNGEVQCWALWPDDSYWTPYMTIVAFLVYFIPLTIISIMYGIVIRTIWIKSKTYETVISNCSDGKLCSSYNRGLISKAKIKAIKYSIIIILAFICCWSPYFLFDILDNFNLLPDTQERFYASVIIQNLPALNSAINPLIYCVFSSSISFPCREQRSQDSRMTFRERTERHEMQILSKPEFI
# CBFb RUNX1 block: qHTS Assay for Compounds Blocking the Interaction Between CBF-beta and RUNX1 for the Treatment of Acute Myeloid Leukemia. AID 1477, 2009. Potency, µM (doses to about 59.8 µM), for the others: at the top dose activity, negative = inhibition, usual class: inhibitors. 230,000 tested, under 10 active. AlphaScreen CBFb-His/RUNX1-biotin binding, biochemical. Runt-related transcription factor 1 (Homo sapiens) + Core-binding factor subunit beta …; further: % of control where 0% means no effect
#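 CBF-beta (His) and RUNX1 (biotin), 30 nM each; 20 min preassociation; + compound, 15 min; + beads 50 ng each (Ni, streptavidin), 90 min; RT; AlphaScreen read.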
# IMPase Li inh: qHTS Assay for Identifying the Cell-Membrane Permeable IMPase Inhibitors: Potentiation with Lithium. CHO-M1 cells, IP1 TR-FRET (IP-One), carbachol + lithium. Potency, µM (titrated, usually from 59.4 µM), inactives show at the top dose activity, negative = IMPase inhibition, usual class: inhibitors. 210,000 tested, 0.35% active;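 further: IP1 builds up when IMPase is blocked and the TR-FRET signal falls; potency means the concentration at half of the fitted maximal effect; plate controls were basal vehicle for no effect and high inhibitor control for full effect; nearly all actives have a fitted effect of over 50% in size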
#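 CHO cells stably expressing M1 receptor (2000/well) were cultured 16–30 h, then exposed to compounds with a small lithium addition for 30 min at 37C. IP1 was measured by TR-FRET competition; AC50 from Hill fits.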
# LMNA splice mod: qHTS Assay for Modulators of Lamin A Splicing; Potency, µM (highest dose often 46.1 µM), for the others: top-dose ratio change, negative = inhibition, hits mostly inhibitors; AID 1487, 2009; 200,000 tested, 0.01% active; HeLa LMNA splicing GFP/RFP minigene ratio, 48 h; active means well fitted inhibition curve with a large enough effect in the signal ratio, with a control signal flat, not every such curve was filed as active; inconclusive means small, poorly fitted or top-dose-only effect, or effect the other way, or a change in a side signal; the % refers to the signal ratio; further: potency means the concentration at half of the fitted maximal effect; on the % scale 0 is the no-effect control and ±100 the full control effect
#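 S3 HeLa cells stably expressing lamin A-EGFP splicing minigene plus DsRed2, 600 cells/well, 48 h compound exposure at 37C. Laser-scanning cytometry; analysed as GFP (500-530 nm)/RFP (575-640 nm) total intensity ratio; 0.5% DMSO vehicle.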
# * = called active by the depositor; ? = inconclusive; / = no result given; [ ] = dose if it differs, or a comment. Unless noted, the call rests on the fitted dose curve; in most records, active means well fitted curve in the direction sought with a large enough effect; inconclusive means small, poorly fitted or top-dose-only effect, or another doubt; inactive means no such curve, though single readings can be large; an effect the other way counts as inactive or inconclusive. This is a subset (hit frequency here may not be typical).
# The opening 2 entries, ahead of the listing:
molecule	Epigenetic derep	Luc counter	aGal spleen mod	NPSR antagonist	CBFb RUNX1 block	IMPase Li inh	LMNA splice mod
CC1c2ccsc2CCN1C(=O)NC(=O)c1ccc(Cl)cc1 (stereo not given)	2.5%	/	10.9%	16.3%	-1.3%	/	/
CCNC(=O)c1ccccc1NC(=O)c1cccc(S(=O)(=O)N2CCC(C)CC2)c1	1.2%	2.6%	9.7%	-25.1%[46.1 µM]	5.8%	15.1%[38.3 µM]	-16.9%

# The listing, from the first entry:
molecule	Epigenetic derep	Luc counter	aGal spleen mod	NPSR antagonist	CBFb RUNX1 block	IMPase Li inh	LMNA splice mod
CC1c2ccsc2CCN1C(=O)NC(=O)c1ccc(Cl)cc1 (stereo not given)	2.5%	/	10.9%	16.3%	-1.3%	/	/
CCNC(=O)c1ccccc1NC(=O)c1cccc(S(=O)(=O)N2CCC(C)CC2)c1	1.2%	2.6%	9.7%	-25.1%[46.1 µM]	5.8%	15.1%[38.3 µM]	-16.9%
CCOC(=O)c1cnc(-n2nc(C)cc2C)nc1NNc1nc(-c2ccccc2)cc(-c2ccccc2)n1	0.0%	0.6%	-21.4%	-18.9%	-15.5%	0.8%	?
COC(=O)CN(c1ccccc1F)S(=O)(=O)c1ccc(C)cc1	0.1%	0.0%	2.3%	12.9%	3.3%	19.2%	?
COc1ccc(CC(=O)Nc2ccc(S(=O)(=O)Nc3cc(C)on3)cc2)cc1OC	-1.9%	/	-2.4%	-9.9%[46.1 µM]	2.5%	/	6.8%
COc1cc(-c2nn3c(COc4ccccc4)nnc3s2)cc(OC)c1OC	-3.2%	10.3%	6.5%	-8.2%[7.67 µM]	-3.6%	-7.1%[38.3 µM]	-0.7%
CCOc1ccc(C(=O)N[C@H](C(=O)Nc2cccc(S(=O)(=O)N3CCCCC3)c2)C(C)C)cc1	0.0%	-0.3%	-9.3%	11.3%	4.9%	0.7%	?
CCOc1cc(NC(=S)NCC(C)C)c(OCC)cc1NC(=O)c1ccco1	1.1%	-0.8%	-2.6%	4.9%	5.3%	-0.4%	0.7%
COc1ccc(COCC(CC(C)C)N2CCN(C(=O)c3cccc(C(F)(F)F)c3)CCC2=O)cc1 (stereo not given)	-1.0%	-2.3%	-1.7%	-50.4%	4.1%	4.5%	?
CC(=O)Nc1ccc(NC(=O)CCn2cnnn2)cc1	-0.1%	-0.3%	-2.3%	8.9%	-2.6%	1.4%	/
Cc1ccc(N(CC(=O)N2CCOCC2)S(C)(=O)=O)cc1	0.0%	0.5%	0.0%	8.0%	-1.7%	-2.0%	/
COc1ccc(-c2nnc(Sc3nc4ccccc4o3)c3ccccc23)cc1	-0.1%	1.0%	16.6%	-5.8%[46.1 µM]	11.0%	3.4%[38.3 µM]	-0.3%[0.0737 µM]
Cc1nc2cc(N3CCCCC3)c(NC(=O)c3cccnc3)cc2c(=O)n1Cc1ccccc1	?	-2.5%	-9.9%	?	3.0%	?	3.3%
CCC(C)NC(=O)c1ccccc1C(=O)NC(C)CC (stereo not given)	-1.0%	0.2%	-12.1%	3.6%[46.1 µM]	2.7%	20.9%[38.3 µM]	6.0%
Cc1nnc(SCc2cc(=O)[nH]c(/N=C(\N)Nc3ccccc3)n2)s1	-0.2%	/	2.6%	0.9%	4.7%	/	/
NC(=O)C1CCN(CC(=O)Nc2ccccc2Sc2ccccc2)CC1	0.0%	1.5%	4.7%	14.6%	0.7%	1.4%	2.1%
CCOC(=O)C1=C(C)N(C)C(=O)NC1c1c(C)nn(-c2ccccc2)c1C (stereo not given)	0.8%	8.4%	4.2%	-16.5%[46.1 µM]	0.6%	28.4%[38.3 µM]	-6.7%
Cc1ccc(SCC(=O)N(Cc2nc(-c3ccccc3)no2)C(C)C)cc1	-1.0%	-1.9%	-2.8%	-5.3%[46.1 µM]	13.1%	31.2%[38.3 µM]	-20.7%
CCOC(=O)CNC(=O)c1ccc(SCC)cc1	-1.3%	/	5.9%	-17.0%	6.0%	/	/
Cc1ccc([N+](=O)[O-])cc1NC(=O)c1ccccc1	0.2%	-0.7%	-5.1%	-1.3%	-5.6%	2.0%	-10.1%[9.22 µM]
O=c1oc(-c2ccccc2)nc2sc3c(c12)CCCC3	4.3%	?	-4.0%	-19.1%[46.1 µM]	6.9%	28.5%[38.3 µM]	13.9%
Cc1cccc(N/C(N)=N/c2nc(C(F)(F)F)cc(=O)[nH]2)c1C	0.0%	4.6%	-6.5%	7.6%	-0.3%	-3.3%	-1.6%
CCC[C@@H]1C[C@@]1(CCC)C(NC(=O)c1ccc(-c2ccccc2)cc1)c1cccc(Cl)c1 (stereo not given in full)	6.1%	1.4%	-9.0%	/	?	6.6%	/
C=CCC(NC(C)c1ccccc1)c1ccco1 (stereo not given)	0.0%	-2.8%	2.7%	-7.7%[46.1 µM]	1.9%	19.3%[38.3 µM]	-4.9%
COCCCn1c(=O)cc(C)[nH]c1=S	0.3%	/	4.8%	-32.8%	-1.5%	/	/
CCCS(=O)(=O)N1CCC(C(=O)NCCN2CCCC2)CC1	0.1%	-1.3%	3.2%	-3.8%[46.1 µM]	1.4%	6.5%[38.3 µM]	3.9%
Nn1c(Cc2cccc3ccccc23)nnc1SCn1nnc2ccccc2c1=O	0.7%	-0.5%	-12.9%	-9.6%[46.1 µM]	-3.5%	23.9%[38.3 µM]	-4.2%
Cc1cc2c(cc1C)NC1=C(N2)OC(c2cccc(O)c2)C1=O (stereo not given)	0.0%	/	-2.8%	0.7%	15.8%	/	/
CCn1nc(CC(=O)Nc2ccc(-n3cnnn3)c(C)c2)c2ccccc2c1=O	-1.0%	3.2%	-0.8%	-9.8%[46.1 µM]	3.4%	-5.1%[38.3 µM]	5.8%
Cc1nnc(SCc2ccccn2)n(N)c1=O	-0.1%	0.4%	-5.1%	10.4%	20.3%	-2.9%	3.0%[46 µM]
Cc1cc(-n2c(SCC(=O)NCc3cccs3)nc3n[nH]c(C)c3c2=N)ccc1Cl	-2.3%	3.1%	1.7%	?	2.6%	7.2%[38.3 µM]	13.3%
COC(=O)c1ccccc1NC(=S)NC(=O)c1ccccc1F	0.0%	2.8%	-10.3%	10.0%	5.3%	-1.5%	-8.8%
O=C(CCc1ccccc1)Nc1nnc(-c2ccc3c(c2)OCCO3)o1	-4.0%	10.1%	-12.3%	7.0%	-20.4%	-17.8%	-6.2%[46 µM]
Cn1c(-c2nonc2NC(=O)c2ccc(C(C)(C)C)cc2)nc2ccccc21	0.0%	-1.4%	-7.2%	?	1.2%	2.7%[38.3 µM]	5.7%
COc1cc(C2CC(=O)c3cnc(NC(C)=O)nc3C2)cc(OC)c1OC (stereo not given)	-2.0%	0.3%	3.8%	1.2%[46.1 µM]	4.8%	2.1%	-8.7%
COc1ccc(C(c2nnnn2Cc2cccs2)N2CCN(c3ccc(F)cc3)CC2)cc1OC (stereo not given)	5.9%	-1.5%	-2.1%	?	-16.7%	2.2%[38.3 µM]	?
COC(=O)Nc1cccn(Cc2c(Cl)cccc2Cl)c1=O	-1.1%	-3.4%	-2.4%	-11.4%[46.1 µM]	-5.5%	15.9%[38.3 µM]	-4.5%
N#C/C(=C\c1cccc(Oc2ccc(C(F)(F)F)cc2[N+](=O)[O-])c1)c1nc2ccccc2[nH]1	1.2%	-3.3%	-22.1%	-10.6%[46.1 µM]	-14.3%	-16.5%[38.3 µM]	7.4%
CCCC(C)NC(=O)COC(=O)c1cccc(NS(C)(=O)=O)c1 (stereo not given)	-1.3%	/	5.1%	-0.7%	4.4%	/	/
COc1cc2[nH]c(=O)n(CCC(=O)NC3CCN(Cc4ccccc4)CC3)c(=O)c2cc1OC	-3.5%	-2.6%	8.4%	-11.8%[46.1 µM]	-1.5%	-11.3%[38.3 µM]	6.4%
CCN(CC)S(=O)(=O)c1ccc(N=Nc2c(N)[nH]c(=O)[nH]c2=O)cc1	0.0%	/	5.4%	12.0%	1.9%	/	/
COc1ccc(Nc2nnc(SC(C(=O)Nc3cc(C)ccc3C)c3ccccc3)s2)cc1 (stereo not given)	0.0%	0.7%	-0.1%	-33.0%	-1.3%	11.7%	-11.1%[46 µM]
CC(C)Nc1nc(NC(C)C)nc(C(N)=O)n1	0.0%	0.8%	8.0%	-3.8%[46.1 µM]	-2.8%	4.1%[38.3 µM]	7.0%
CCCCNC(=O)c1onc(CSc2cccc(Cl)c2)c1C(=O)O	-0.9%	-1.0%	-5.8%	-19.0%[46.1 µM]	-3.6%	-8.4%[38.3 µM]	12.6%[0.0737 µM]
CCCNC(=S)N(Cc1ccccc1)Cc1nc2ccccc2c(=O)[nH]1	-3.2%	0.2%	0.6%	-6.6%	-6.5%	6.3%	?
Cc1ccc(S(=O)(=O)Cn2nnnc2CN(Cc2ccco2)CC2CCCO2)cc1 (stereo not given)	4.1%	-4.4%	2.9%	-19.2%[46.1 µM]	4.0%	11.5%[38.3 µM]	-6.5%
O=C(Cc1cnc2ncnn2c1)N1CCc2c([nH]c3ccccc23)C1c1ccccc1F (stereo not given)	0.0%	-1.4%	-9.8%	31.5%	-10.1%	11.2%	-21.9%[46 µM]

# A run of entries from further up, for reference:
molecule	Epigenetic derep	Luc counter	aGal spleen mod	NPSR antagonist	CBFb RUNX1 block	IMPase Li inh	LMNA splice mod
COC(=O)Nc1cccn(Cc2c(Cl)cccc2Cl)c1=O	-1.1%	-3.4%	-2.4%	-11.4%[46.1 µM]	-5.5%	15.9%[38.3 µM]	-4.5%
N#C/C(=C\c1cccc(Oc2ccc(C(F)(F)F)cc2[N+](=O)[O-])c1)c1nc2ccccc2[nH]1	1.2%	-3.3%	-22.1%	-10.6%[46.1 µM]	-14.3%	-16.5%[38.3 µM]	7.4%
CCCC(C)NC(=O)COC(=O)c1cccc(NS(C)(=O)=O)c1 (stereo not given)	-1.3%	/	5.1%	-0.7%	4.4%	/	/

# High-throughput results deposited in PubChem by National Center for Advancing Translational Sciences (NCATS).
